Screening data (PubChem)
Rab9 prom act: activators of Rab9 promoter | Huh7 Rab9 promoter-luciferase reporter, luminescence, 24 h | Potency, µM (highest dose often 9.22 µM), without a hit: at the highest dose activation, negative = inhibition, usual class: activators | 2.8% of 320,000 active | AID 485297; note: potency is the fitted concentration of half-maximal effect; % of control where 0% means no effect; nearly all actives have a fitted effect of over 60% in size
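Huh7 cells stably carrying a Rab9 promoter-luciferase reporter, 1500 cells per well in OP-MEM I with 10% FBS, treated with compound 24 hours at 37C. Luciferase activity read by luminescence after 10 minutes with Amplite reagent.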
KCNH2 3.1 block: KCNH2 3.1 (human) potassium channel inhibition | U2OS KCNH2 3.1, thallium flux FluxOr; stronger effect = lower value | activity change, % (tested at about 1.8 µM) | 0.95% of 340,000 active;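 active = maximum activity change below -70%; inconclusive = maximum activity change from -70% to -50%; inactive = maximum activity change above -50%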;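 note: thallium influx rate constant from kinetic fluorescence after stimulation buffer; % is set by controls: 0 for no effect and ±100 for the full control effect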
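Normalized rate constant (relative to positive and negative DMSO controls) derived from a 2 min kinetic fluorescence read after stimulation; U2OS cells expressing the 3.1 isoform via virus at 1.77 x 10^8 /mL.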
PKM2 activator: increases activity of human pyruvate kinase M2; purified PKM2, Kinase-Glo ATP luminescence, activation; response scale: 0% is enzyme alone, no compound; AID 1631; 0.34% of 260,000 active; Potency, µM (highest dose often 57.5 µM), without a hit: top-dose activation, actives largely listed as activators; P14618; note: potency is the fitted concentration of half-maximal effect; % is set by controls: 0 for no effect and ±100 for the full control effect; nearly all actives have a fitted effect of over 55% in size
Target sequence (P14618 whole entry, looked up): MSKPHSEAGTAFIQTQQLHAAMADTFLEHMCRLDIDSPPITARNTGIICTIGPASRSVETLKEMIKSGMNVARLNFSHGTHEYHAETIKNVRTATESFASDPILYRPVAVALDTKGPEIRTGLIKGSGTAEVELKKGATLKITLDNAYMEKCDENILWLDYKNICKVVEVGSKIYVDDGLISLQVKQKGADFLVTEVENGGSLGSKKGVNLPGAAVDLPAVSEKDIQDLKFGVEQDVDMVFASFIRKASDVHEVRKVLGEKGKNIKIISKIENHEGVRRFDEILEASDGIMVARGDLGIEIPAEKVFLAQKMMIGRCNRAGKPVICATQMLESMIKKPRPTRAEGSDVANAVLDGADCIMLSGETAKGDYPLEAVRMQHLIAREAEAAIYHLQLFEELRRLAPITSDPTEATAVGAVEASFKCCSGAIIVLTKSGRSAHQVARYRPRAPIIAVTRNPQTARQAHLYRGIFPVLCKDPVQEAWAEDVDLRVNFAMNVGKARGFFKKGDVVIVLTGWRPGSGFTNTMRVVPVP
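Purified hPK-M2 (>95%) run at intermediate activity with 0.1 mM ADP and 0.5 mM PEP in 50 mM imidazole pH 7.2, KCl, MgCl2; 1 h room temperature. ATP formed read by Kinase-Glo luminescence; normalized to uninhibited and no-enzyme controls.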
Menin MLL FP TR: displaces Texas Red mutant MLL peptide from human menin | Menin + Texas Red MLL mutant peptide, fluorescence polarization | Potency, µM (series often up to 61.6 µM), without a hit: top-dose FP activity change, negative = inhibition, hits mostly inhibitors | 0.23% of 270,000 active | AID 1768; active = well fitted inhibition curve with a large enough effect in the polarisation, with a control signal flat, not every such curve was filed as active; inconclusive = small, poorly fitted or top-dose-only effect, or effect the other way, or a change in a side signal; inactive = no such curve, though single readings can be large or run the other way; the % refers to the polarisation; note: potency is the fitted concentration of half-maximal effect; % of control where 0% means no effect; many of its hits are not listed in these tables
RORgamma inh: inhibitors of mouse ROR gamma transcriptional activity; P51450; Drosophila S2 Gal4-RORgamma UAS-luciferase reporter, 20 h; Potency, µM (doses to about 53.6 µM), for inactives: top-dose activity change, negative = inhibition, most hits filed as inhibitors; 5.4% of 310,000 active; AID 2551; note: potency is the fitted concentration of half-maximal effect; % is set by controls: 0 for no effect and ±100 for the full control effect; nearly all actives have a fitted effect of over 60% in size
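Read-out: Photinus luciferase luminescence; inhibitors lower reporter signal. Insect Schneider cells with Gal4-ROR gamma fusion under metallothionein promoter, UAS reporter; 700 uM final copper sulfate induction, 20 hr, ambient temperature.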
VP16 counter: counter-screen for ROR gamma inhibitors: Gal4-VP16 reporter. Drosophila S2 Gal4-VP16 UAS-luciferase, luminescence, 20 h. Potency, µM (series often up to 53.6 µM), for the others: at the top dose activity, negative = inhibition, usual class: inhibitors. 3.5% of 310,000 active. AID 2546;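 note: Gal4-VP16 expression switched on by copper sulfate through the metallothionein promoter; potency is the fitted concentration of half-maximal effect; % is set by controls: 0 for no effect and ±100 for the full control effect; nearly all actives have a fitted effect of over 50% in size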
FLuc modulator: inhibits or activates purified firefly luciferase, miR-21 counter-screen | P08659 | purified FLuc, Km substrates, luminescence inhibition | Potency, µM (top dose mostly 57.5 µM), for the others: at the top dose activity change, negative = inhibition, actives largely listed as inhibitors | 6.9% of 360,000 active;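 note: potency is the fitted concentration of half-maximal effect; plate controls were vehicle for no effect and reference inhibitor for full effect; nearly all actives have a fitted effect of over 55% in size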
Target sequence (P08659 whole entry, looked up): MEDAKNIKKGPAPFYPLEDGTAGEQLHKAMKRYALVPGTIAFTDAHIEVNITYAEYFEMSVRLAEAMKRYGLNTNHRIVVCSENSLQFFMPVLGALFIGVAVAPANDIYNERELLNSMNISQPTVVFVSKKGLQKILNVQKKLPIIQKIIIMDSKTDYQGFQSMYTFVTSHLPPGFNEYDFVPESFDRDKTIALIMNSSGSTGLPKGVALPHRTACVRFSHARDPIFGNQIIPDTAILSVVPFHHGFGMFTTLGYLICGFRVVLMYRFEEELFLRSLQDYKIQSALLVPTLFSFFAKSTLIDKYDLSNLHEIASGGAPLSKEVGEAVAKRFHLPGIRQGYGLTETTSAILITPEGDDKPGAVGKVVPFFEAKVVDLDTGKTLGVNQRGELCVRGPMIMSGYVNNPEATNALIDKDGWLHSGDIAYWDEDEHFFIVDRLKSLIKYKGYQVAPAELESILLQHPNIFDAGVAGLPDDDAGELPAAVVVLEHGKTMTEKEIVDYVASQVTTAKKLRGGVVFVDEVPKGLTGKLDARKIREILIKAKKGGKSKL
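Biochemical qHTS of compounds, final roughly 60 µM downward over six points, against 10 nM purified firefly luciferase using Km concentrations of substrates (10 uM D-luciferin, 10 uM ATP) in Tris acetate pH 7.5 buffer; luminescence output.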
Mito fusion act: mitochondrial division inhibition or fusion activation | AID 485298 | S. cerevisiae fusion-defective mutant growth rescue, CellTiterGlo 48 h | 0.23% of 320,000 active | Potency, µM (titrated, usually from 46.1 µM), for the others: at the top dose growth rescue (activation), hits mostly activators;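 note: potency is the fitted concentration of half-maximal effect; % of control where 0% means no effect; nearly all actives have a fitted effect of over 45% in size; temperature-sensitive fusion mutants such as fzo1-1 at 37 °C on non-fermentable ethanol glycerol medium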
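Yeast fusion mutant, YPEG (non-fermentable carbon), compound, 48 h at 37C non-permissive; CellTiterGlo added, 10 min RT, luminescence read. Rescued growth = division inhibition.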
NPC1 promoter act: NPC1 promoter activation. Huh7 NPC1 promoter luciferase reporter, 24 h. 2.4% of 320,000 active. Potency, µM (series often up to 9.22 µM), for the others: at the top dose activation, most hits filed as activators;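 note: potency is the fitted concentration of half-maximal effect; % of control where 0% means no effect; nearly all actives have a fitted effect of over 60% in size; reporter is driven by a mutant NPC1 promoter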
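Cells: Huh7 expressing luciferase under the NPC1 promoter, 1500/well. Seeded 2 h, compound added, incubated 24 h at 37 °C. Luciferase reagent, 10 min ambient, then luminescence.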
ELG1 repair inh: blocks ELG1-dependent DNA repair in HEK293T cells; HEK293T ELG1-luciferase reporter, luminescence, 16 h; DNA damage induced by 5-fluorouridine; Potency, µM (titrated, usually from 46.1 µM), for the others: at the highest dose activity change, negative = inhibition, usual class: inhibitors; 2.3% of 330,000 active; AID 504467; note: potency is the fitted concentration of half-maximal effect; % is set by controls: 0 for no effect and ±100 for the full control effect; nearly all actives have a fitted effect of over 55% in size
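Step one: seed 2,000 cells per well. Step two: pin-transfer compound or DMSO alongside 5-fluorouridine. Step three: incubate 16 hr, 37 °C, 5% CO2. Step four: add ONE-Glo, wait 30 min, read luminescence.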
MBNL1 CUG block: blocks human MBNL1 binding to CUG repeat RNA; Q9NR56; TR-FRET MBNL1-His/biotin-(CUG)12 binding, 665/545 ratio; AID 2675; 0.036% of 280,000 active; Potency, µM (titrated, usually from 57.5 µM), for the others: top-dose activity change, negative = inhibition, most hits filed as inhibitors; active = well fitted inhibition curve with a large enough effect in the signal ratio, with a control signal flat, not every such curve was filed as active; inconclusive = small, poorly fitted or top-dose-only effect, or effect the other way, or a change in a side signal; inactive = no such curve, though single readings can be large or run the other way; the % refers to the signal ratio; note: potency is the fitted concentration of half-maximal effect; % is set by controls: 0 for no effect and ±100 for the full control effect
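Compounds (final 92 nM to 58 uM) are added to His-tagged MBNL1 and biotin-(CUG)12, then terbium anti-His antibody and streptavidin-XL665 (5 nM final). After 60 min at room temperature, the 665/545 nm ratio is read.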
Active calls of the source: *; ? = inconclusive; nt = no result given; [ ] = remark or other dose. Unless noted, calls come from the whole dose curve; as a rule, active = well fitted curve in the direction sought with a large enough effect; inconclusive = small, poorly fitted or top-dose-only effect, or another doubt; inactive = no such curve, though single readings can be large; an effect the other way counts as inactive or inconclusive. The list is partial. The share of hits here may be higher or lower than overall.

SMILES | Rab9 prom act | KCNH2 3.1 block | PKM2 activator | Menin MLL FP TR | RORgamma inh | VP16 counter | FLuc modulator | Mito fusion act | NPC1 promoter act | ELG1 repair inh | MBNL1 CUG block
CC(=O)Oc1ccc(/C=N/NC2=NS(=O)(=O)c3ccccc32)cc1 | 4.8% | -3.1 | nt | ? | -26.5% | -7.0% | -5.2% | -5.6% | 0.9% | -5.1% | 14.8%
Cc1c(F)cccc1NS(=O)(=O)c1ccc2c(c1)NC(=O)CO2 | 0.6% | -16.7 | ? | 8.5% | 3.7% | 5.8% | 0.1% | -4.5% | -4.4% | -17.2% | nt
CN(C)c1ccc(NC(=O)CC(NCc2ccccn2)C(=O)O)cc1 (centres undefined) | -3.8% | 7.4 | -0.8% | -1.4% | -16.5% | -8.8% | 3.9% | -1.1% | -1.5% | 4.4% | 23.4%
Cc1cccc(NC(=O)CN2CCc3cc4c(cc3C2)OCCCO4)c1 | -2.6% | 8.2 | nt | nt | -2.5% | -0.8% | -1.2% | 2.1% | -2.5% | -15.1% | -0.6%
Cc1occc1-c1nnc(SCC(=O)N(C)CCC#N)n1N | 0.1% | -12.6 | -2.0% | 12.5% | 2.2% | -3.2% | 7.7% | 1.0% | -0.8% | 2.9% | 5.1%
CC1CCCCC1NC(=O)NC(=O)COC(=O)c1cncc(Br)c1 (centres undefined) | -8.4% | -11.9 | nt | nt | nt | nt | nt | 9.3% | 4.9% | ? | nt
CC1=CC(C)C(C(=O)O)C(C(=O)N2CCN(C)CC2)C1 (centres undefined) | -4.6% | 12.1 | 3.0% | 2.3% | -18.3% | 7.6% | -0.2% | 0.2% | -3.2% | 1.6% | 6.1%
CC(=O)NCCOc1nc(N(C)C)nc(N(C)C)n1 | -2.0% | 3.5 | 13.2% | -7.6% | -17.2% | 2.8% | 5.5% | -4.0% | -1.3% | 11.7% | -8.1%
Cc1ccc(N(C(=O)c2csnn2)C(C(=O)NC2CCCC2)c2ccccn2)c(C)c1 (centres undefined) | 0.8% | -8.6 | -1.2% | 2.2% | -12.3% | -2.0% | -1.8% | 2.5% | -0.3% | -8.5% | -3.8%
CSc1nsc(SCC(=O)NC2CCCCC2)n1 | 20.4% | 5.3 | -7.5% | 10.2% | 24.9% | 17.7% | -3.5%[2.3 µM] | 3.1% | 6.3% | ? | 9.5%
CN(/N=C/c1ccc(C(C)(C)C)cc1)C1=NCCN1 | -7.8% | -25.9 | 0.5% | -3.2% | -16.0% | 4.1% | -1.2% | 6.3% | 12.6% | -11.4% | -1.8%
NC(=O)CCCC1=NS(=O)(=O)c2ccccc2N1 | -8.8% | 2.0 | -6.4% | 7.4% | 8.6% | -2.7% | 8.1% | -1.1% | 1.0% | 9.5% | 16.5%
C/C(=N\NC(=O)Cc1ccccc1Cl)c1cccnc1 | 22.0% | -14.9 | -10.5% | nt | 21.2% | 8.7% | ? | 6.4% | 0.4% | 4.4% | -8.3%
CN(Cc1nccn1C)C(=O)CCc1nnc(CCC2CCCCC2)o1 | 2.4% | 3.2 | 2.8% | -2.4% | 8.1% | -5.9% | -1.8% | -2.6% | -4.1% | 4.8% | -14.3%
COc1ccc(-c2nc3ccccc3c(=O)n2NC(=O)c2cccnc2Cl)cc1OC | -8.8% | -33.9 | -0.3% | -8.9% | -8.6% | -0.9% | 4.6% | -6.2% | -2.6% | 3.2% | -14.5%

Brought forward from above: two entries; new compounds follow.
SMILES | Rab9 prom act | KCNH2 3.1 block | PKM2 activator | Menin MLL FP TR | RORgamma inh | VP16 counter | FLuc modulator | Mito fusion act | NPC1 promoter act | ELG1 repair inh | MBNL1 CUG block
CN(Cc1nccn1C)C(=O)CCc1nnc(CCC2CCCCC2)o1 | 2.4% | 3.2 | 2.8% | -2.4% | 8.1% | -5.9% | -1.8% | -2.6% | -4.1% | 4.8% | -14.3%
COc1ccc(-c2nc3ccccc3c(=O)n2NC(=O)c2cccnc2Cl)cc1OC | -8.8% | -33.9 | -0.3% | -8.9% | -8.6% | -0.9% | 4.6% | -6.2% | -2.6% | 3.2% | -14.5%
O=C(O)C1(c2ccccc2)CCN(S(=O)(=O)c2ccc(F)c(F)c2)CC1 | -2.2% | -4.0 | 0.2% | 18.1% | -17.0% | 4.6% | 0.7% | 2.2% | -2.0% | 0.5% | -0.7%
COc1ccc(-n2c(C)cc(/C=C3\C(=N)N4N=C(CC(=O)N5CCOCC5)SC4=NC3=O)c2C)cc1 | 0.4% | -6.9 | nt | nt | -5.4% | 0.0% | ? | 10.9% | -2.0% | 6.8% | ?
COc1ncccc1-c1nnn(-c2ccc(Cl)c(Cl)c2)n1 | 3.16µM* | 7.2 | -1.1% | 5.1% | -1.8% | -8.7% | 4.78µM* | 0.3% | 2.82µM* | ? | 4.1%
N/C(CS(=O)(=O)c1ccccn1)=N\OC(=O)c1ccc(Cl)cc1 | -2.7% | 1.4 | 6.0% | nt | 10.1% | 23.6% | -12.9% | 5.5% | 2.4% | ? | nt
Cn1c(=O)c2c(ncn2CC(=O)OCC(=O)Nc2cccc(Cl)c2)n(C)c1=O | -1.7% | 32.4 | 2.7% | 7.8% | -7.3% | -2.4% | 3.6% | 2.5% | -3.2% | 16.6% | 1.4%
COc1ccc(N2CCN(C(CNC(=O)c3ccc4c(c3)OCO4)c3cccnc3)CC2)cc1 (centres undefined) | 3.7% | -1.7 | -0.1% | ? | 25.0% | 4.0% | 0.6% | 1.8% | -1.9% | 0.7% | -7.1%
Cc1cccc(N2C(=O)C3CC3C2=O)c1 (centres undefined) | -0.4% | -11.0 | 0.6% | 13.5% | 20.7% | -3.5% | -0.3% | -1.8% | -1.3% | 5.9% | -3.5%
COc1cccc(C2=NOC(C(=O)NC3CCCCC3)C2)c1 (centres undefined) | 13.6% | -30.5 | -12.4% | -18.5% | -6.6% | -23.3% | -6.9% | 2.7% | -0.5% | 27.6% | 6.1%
CCNS(=O)(=O)c1ccc(NC(=O)Nc2ccc3c(c2)OCO3)cc1 | 9.0% | 14.1 | -1.1% | ? | 5.4% | -2.2% | ? | 0.8% | 13.5% | 17.7% | 0.1%
O=C(NCCCn1ccnc1)C(=O)NCC(c1cccnc1)N1CCN(c2ccc(F)cc2)CC1 (centres undefined) | -12.0% | -3.1 | -0.1% | -1.5% | -25.5% | -7.0% | 1.0% | 1.9% | -3.6% | -0.7% | -16.9%
CC1CCCC(C)N1C(=O)COC(=O)CCc1nc2ccccc2c(=O)[nH]1 (centres undefined) | -2.0% | 11.0 | -12.2% | -0.6% | 0.3% | -0.7% | -0.4% | 1.4% | -1.5% | -0.3% | nt
COC(=O)c1ccc(N(CC(=O)NC2CCCCC2)C(=O)CNC(=O)c2ccco2)cc1 | -1.8% | -2.8 | -1.5% | -0.9% | 21.3% | 5.2% | -1.7% | -1.4% | -5.0% | 9.5% | -7.5%
CN(C)C(=O)CNC(=O)CN1C(=O)NC2(CCCc3sccc32)C1=O (centres undefined) | 0.6% | 2.1 | nt | 34.4%[activator] | -0.7% | -1.9% | 2.4% | 1.7% | -6.6% | 6.0% | -7.1%
O=C1CC(SCCO)C(=O)N1c1ccc(Oc2ccccc2)cc1 (centres undefined) | 21.1% | -7.1 | -5.6% | 10.3% | 1.0% | 4.5%[0.365 µM] | 21.3µM* | -1.7% | 22.7% | 7.3% | 3.1%
COC(=O)C1=CN(C2CC2)C=C(C(=O)OC)C1c1ccc(C(=O)OC)cc1 | -2.9% | 4.9 | 12.5% | -13.8% | 2.9% | -4.3% | 3.3% | 3.5% | -0.2% | ? | 7.1%
CCOC(=O)CNC(=O)COc1ccc(Cl)cc1Br | -1.9% | -7.5 | 3.7% | 21.5% | 30.5% | 9.6% | ? | -4.6% | -5.2% | 13.8% | 1.1%
CC1CCCCN1S(=O)(=O)c1ccc(C(=O)N(CCCN(C)C)c2nc3cc4c(cc3s2)OCO4)cc1 (centres undefined) | -6.1% | nt | -4.6% | nt | -17.2% | -6.1% | 3.4% | -10.0% | -1.9% | -8.2% | 1.2%
